# POLH inh: inhibitors of human DNA polymerase eta; recombinant Pol eta, fluorescent DNA replication assay; Potency, µM (titrated, usually from 114 µM), inactives show at the top dose activity change, negative = inhibition, actives largely listed as inhibitors; hit rate 1.2% among 390,000; AID 588591; also: potency is read from the fitted curve at half-maximal effect; % is scaled to controls: 0 for no effect and ±100 for the full control effect
# Target sequence (Q9Y253 whole entry, looked up): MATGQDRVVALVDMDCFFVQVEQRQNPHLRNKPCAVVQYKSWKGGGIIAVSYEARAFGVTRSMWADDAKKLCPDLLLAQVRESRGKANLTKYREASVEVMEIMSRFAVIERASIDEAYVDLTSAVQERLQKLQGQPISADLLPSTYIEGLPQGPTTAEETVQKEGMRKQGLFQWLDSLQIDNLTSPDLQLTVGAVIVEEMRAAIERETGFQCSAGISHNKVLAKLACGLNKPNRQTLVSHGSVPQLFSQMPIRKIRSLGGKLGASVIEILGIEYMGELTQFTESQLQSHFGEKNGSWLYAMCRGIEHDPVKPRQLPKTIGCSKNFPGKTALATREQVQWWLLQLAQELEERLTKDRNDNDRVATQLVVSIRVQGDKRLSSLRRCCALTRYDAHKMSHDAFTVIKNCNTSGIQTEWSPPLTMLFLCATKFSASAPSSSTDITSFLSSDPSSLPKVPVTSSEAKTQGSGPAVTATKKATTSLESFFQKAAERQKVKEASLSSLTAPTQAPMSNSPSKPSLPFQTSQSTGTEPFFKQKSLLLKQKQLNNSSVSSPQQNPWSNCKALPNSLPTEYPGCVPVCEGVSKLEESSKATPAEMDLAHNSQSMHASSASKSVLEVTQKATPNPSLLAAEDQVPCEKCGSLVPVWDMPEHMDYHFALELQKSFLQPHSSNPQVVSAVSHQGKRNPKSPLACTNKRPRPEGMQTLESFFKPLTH
#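 Pol eta at 10 nM preincubated with compounds 15 min at room temperature; reaction started with fluorescent substrate (50 nM final) and read kinetically at 0 and 10 min.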
# APEX1 inh: blocks human APE1 abasic DNA cleavage. Potency, µM (titrated, usually from 65.8 µM), inactives show top-dose activity change, negative = inhibition, actives largely listed as inhibitors. hit rate 0.35% among 350,000. P27695. recombinant APE1, TAMRA/BHQ-2 abasic DNA cleavage fluorescence;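 also: potency is read from the fitted curve at half-maximal effect; plate controls were vehicle for no effect and reference inhibitor for full effect; nearly all actives have a fitted effect of over 55% in size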
# Target sequence (P27695 whole entry, looked up): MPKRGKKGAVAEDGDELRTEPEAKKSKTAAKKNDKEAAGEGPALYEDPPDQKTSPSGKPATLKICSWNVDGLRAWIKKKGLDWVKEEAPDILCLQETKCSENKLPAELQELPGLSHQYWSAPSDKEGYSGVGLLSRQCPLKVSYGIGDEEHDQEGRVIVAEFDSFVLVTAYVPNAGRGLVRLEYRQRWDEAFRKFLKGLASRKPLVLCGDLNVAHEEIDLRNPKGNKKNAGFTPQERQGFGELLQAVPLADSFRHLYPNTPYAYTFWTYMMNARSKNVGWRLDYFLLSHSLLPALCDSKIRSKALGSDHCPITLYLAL
#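 APE1 at 0.75 nM final was preincubated with compound 15 min at room temperature, then 50 nM double-stranded THF abasic-site substrate (5'-TAMRA/3'-BHQ-2) was added. Fluorescence (ex 525/em 598 nm) was read kinetically; third-minus-first read gave activity.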
# POLK inh: inhibitors of human DNA polymerase kappa | purified Pol kappa, fluorescent DNA synthesis assay, 10 min | Potency, µM (highest dose often 107 µM), inactives show top-dose activity, negative = inhibition, hits mostly inhibitors | hit rate 0.53% among 400,000 | AID 588579; also: potency is read from the fitted curve at half-maximal effect; % is scaled to controls: 0 for no effect and ±100 for the full control effect
#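 50 nM final substrate added after 15 min RT preincubation of 10 nM Pol kappa with compound; fluorescence read at 0 and 10 min.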
# LDHA block: blocks human lactate dehydrogenase A; purified LDHA, NADH/diaphorase-resazurin fluorescence; active compounds read low; activity change, % (values are at about 110 or 230 µM); hit rate 0.15% among 480,000; AID 1347041; in the data active = activity change below about -30%; inconclusive = mostly about -25% to -30%;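 also: plate controls were DMSO wells for no effect and wells without enzyme for full effect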
#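 LDH5 2 nM; NADH 0.06 mM, pyruvate 0.2 mM; 200 mM Tris pH 7.4, EDTA, Tween-20; 5 min RT. Detection: diaphorase 0.133 mg/mL + resazurin 37 µM, fluorescence ex540/em590 at 0 and 20 min; normalized to enzyme-free and DMSO wells.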
# RGS4 inhibitor: inhibitors of human regulator of G protein signaling 4. P49798. Potency, µM (highest dose often 114 µM), for the others: at the highest dose activity change, negative = inhibition, most hits filed as inhibitors. Transcreener GDP fluorescence polarization, RGS4-accelerated GTP hydrolysis. AID 504845. hit rate 0.039% among 390,000; also: potency is read from the fitted curve at half-maximal effect; % is scaled to controls: 0 for no effect and ±100 for the full control effect; nearly all actives have a fitted effect of over 75% in size; some results filed as inactive show a strong effect at the top dose
#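 MLSMR compounds (23 nl, pin-transferred) preincubated 10 min at room temperature with a 500nM (2x) first reagent, then RGS4 at 900nM (2x) plus Transcreener GDP mix added; fluorescence polarization (620/688 nm) read before and after 90 min at 30 °C.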
# ERG-DNA inh: blocks human ERG Ets domain binding to DNA; hit rate 0.028% among 370,000; Potency, µM (series often up to 76.9 µM), inactives show at the top dose FP activity, negative = inhibition, most hits filed as inhibitors; fluorescence polarization, His-ERG Ets domain / labelled DNA; P11308; active = well fitted inhibition curve with a large enough effect in the polarisation, with a control signal flat; inconclusive = small, poorly fitted or top-dose-only effect, or effect the other way, or a change in a side signal; inactive = no such curve, though single readings can be large or run the other way; the % refers to the polarisation;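 also: polarization taken with two DNA probes labelled with fluorescein and Texas red; potency is read from the fitted curve at half-maximal effect; % of control where 0% means no effect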
#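 His-tagged ERG Ets domain (1 uM in the protein solution; 300mM KCl, 50mM Tris-HCl, 1mM EDTA, 1mM DTT, pH 7.5) received compound, then a probe mix of 5 nM fluorescein-DNA and 100nM Texas-615-DNA. Fluorescence polarization was read for both dyes.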
# Apoferritin bind: binds horse apoferritin like a general anesthetic. apoferritin/1-aminoanthracene competitive binding, fluorescence. hit rate 0.074% among 350,000. Potency, µM (top dose mostly 77.5 µM), without a hit: top-dose activity change, negative = displacement, actives largely listed as inhibitors. P02791. AID 485281; also: potency is read from the fitted curve at half-maximal effect; % is scaled to controls: 0 for no effect and ±100 for the full control effect; nearly all actives have a fitted effect of over 20% in size
#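 Horse-spleen apoferritin (10 uM) was mixed with 50% saturated 1-aminoanthracene in PBS, exposed to compounds for 10 min at room temperature, and read for fluorescence (ex 380 nm, em 535 nm). Competitive displacement was fitted with a four-parameter Hill equation.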
# Pol beta inh: inhibitors of human DNA polymerase beta | P06746 | Pol beta primer extension/strand displacement, fluorescence kinetic | Potency, µM (top dose mostly 114 µM), for inactives: at the highest dose activity change, negative = inhibition, hits mostly inhibitors | hit rate 1.3% among 340,000 | AID 485314; also: potency is read from the fitted curve at half-maximal effect; % is scaled to controls: 0 for no effect and ±100 for the full control effect
#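 Reaction started by 50 nM substrate onto compound-treated Pol beta (10 nM, 15 min preincubation, room temperature); plates read at 0 min and 10 min. Normalized concentration-effect data fitted by four-parameter Hill equation.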
# ALOX12 inh: inhibitors of human 12S-lipoxygenase ALOX12. P18054. hit rate 1.1% among 580,000. purified 12hLO, xylenol orange hydroperoxide absorbance. Potency, µM (series often up to 108 µM), for the others: at the top dose activity change, negative = inhibition, usual class: inhibitors; also: potency is read from the fitted curve at half-maximal effect; % is scaled to controls: 0 for no effect and ±100 for the full control effect
#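 Purified human 12hLO (150 nM final) in 25 mM Hepes, 0.01% Triton X-100, pH 7.0 was preincubated 15 min at room temperature with compound. Then 40 uM arachidonic acid was added, 30 min. Hydroperoxide was read by Fe-XO absorbance ratio 573/405 nm.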
# Numbers without * were called inactive; i = inactive; ? = inconclusive; · = not tested or not shown; & = joins results of further samples; [ ] = another dose, or the depositor's remark. Unless noted, calls follow the shape of the dose curve; as a rule, active = well fitted curve in the direction sought with a large enough effect; inconclusive = small, poorly fitted or top-dose-only effect, or another doubt; inactive = no such curve, though single readings can be large; an effect the other way counts as inactive or inconclusive. The list is partial (hit frequency here may not be typical).
SMILES,POLH inh,APEX1 inh,POLK inh,LDHA block,RGS4 inhibitor,ERG-DNA inh,Apoferritin bind,Pol beta inh,ALOX12 inh
CC(C)=CCN1CCN(Cc2cc(F)ccc2-n2nc(C)cc2C)CC1CCO (centres undefined),0%,-2%,-3%,-4,12%,-12%,-8%,-1%,14%
COc1ccc(C2=NN(c3nc(-c4ccccc4)c(CC(=O)O)s3)C(c3ccco3)C2)cc1 (centres undefined),28µM*,-5%,?,-1,?,-1%,0%,22µM*,11µM*
Cc1ccc(S(=O)(=O)Nc2cc3c(cc2N2CCOCC2)n(C)c(=O)n3C)c(C)c1,-21%,·,-15%,15,-12%,0%,-12%,2%,4%
COc1ccc(C(=O)c2ccc(CC#N)s2)cc1,?,1%,-17%,-8,-14%,0%,4%,?,-3%
Cc1cccn2c(=O)c3cc(C(=O)NCC4CCCO4)c(=N)n(CCN4CCOCC4)c3nc12 (centres undefined),-22%,12%,-16%,1,-28%,-4%,152%[activator],4%,?
Cc1ccc(-c2noc(CCC(=O)NCc3ccc4c(c3)OCO4)n2)cc1,-14%,-4%,0%,2,-3%,9%,-13%,26%,1%
O=C(Cn1nc(Cc2cccnc2)c2ccccc2c1=O)N1CCN(c2ccc(F)cc2)CC1,-12%,·,3%,0,2%,4%,?,5%,0%
CCN1CCCC1CNC(=S)Nc1ccc(C(C)=O)cc1 (centres undefined),-3%,0%,-3%,-6,-2%,-22%,-15%,-27%,-4%
O=[N+]([O-])c1ccc(S(=O)(=O)N/N=C/c2ccc3c(c2)OCO3)cc1,1%,-3%,-23%,0,21%,-1%,4%,-1%,46%[activator]
CCOC(=O)N1CCN(C(=O)c2ccc3c(=O)n(CC4CCCO4)c(=S)[nH]c3c2)CC1 (centres undefined),-12%,0%,-13%,-2,-8%,-5%,-14%,0%,-23%
CCn1c(CNC(=O)c2ccco2)nnc1SCC(=O)Nc1ccc(Br)cc1F,-13%,1%,-11%,-11,-4%,-3%,-8%,18%,0%
O=C(c1cc2ccccc2o1)N1CCN(S(=O)(=O)/C=C/c2ccccc2)CC1,-5%,?,-20%,-2,-2%,-8%,-10%,2%,8%
Nc1nonc1C(=O)NCCNc1ncccc1[N+](=O)[O-],1%,0%,1%,-10,22%,6%,-8%,0%,-18%
CC(C)N(C1=N/C(=C\c2ccco2)C(=O)N1c1ccccc1)C(C)C,2%,-3%,-21%,-2,-13%,5%,-2%,-1%,-14%
Cc1ccc(NC(=O)C2CCN(S(=O)(=O)c3c(C)n[nH]c3C)CC2)c(C)c1,-11%,55%[activator],11%,-1,-6%,19%,7%,23%,35%[activator]
COc1ccc(-c2nc3c(c(SCC(=O)Nc4ccc(C(=O)O)cc4)n2)Cc2ccccc2O3)cc1,7.9µM*,·,?,1,-34%,-2%,-3%,2.2µM*,?
COc1ccc(CCN(Cc2ccccn2)C(=S)Nc2cccc(SC)c2)cc1OC,-3%,-1%,-1%,-8,23%,10%,8%,3%,0%
Cn1cnc(S(=O)(=O)N2CCN(C(c3ccc(F)cc3)c3ccc(F)cc3)CC2)c1,-23%,28%,-11%,1,-11%,-9%,-16%,-5%,-20%
Cc1ccc(-n2ncc3c2CCCC3NC(=O)c2cnccn2)cc1C (centres undefined),-10%,-10%,-1%,-3,-35%,8%,-3%,1%,5%
CC1CCCC(NC(=O)COC(=O)CCC(=O)c2ccc(F)cc2)C1C (centres undefined),-4%,-8%,-2%,-3,9%,-1%,·,·,-5%

# Brought forward from above: two entries, followed by the next part.
SMILES,POLH inh,APEX1 inh,POLK inh,LDHA block,RGS4 inhibitor,ERG-DNA inh,Apoferritin bind,Pol beta inh,ALOX12 inh
Cc1ccc(-n2ncc3c2CCCC3NC(=O)c2cnccn2)cc1C (centres undefined),-10%,-10%,-1%,-3,-35%,8%,-3%,1%,5%
CC1CCCC(NC(=O)COC(=O)CCC(=O)c2ccc(F)cc2)C1C (centres undefined),-4%,-8%,-2%,-3,9%,-1%,·,·,-5%
Clc1ccc2nncn2n1,1%,0%,-5%,-11,-17%,-16%,-8%,-14%,-5%
COc1ccc(C(CNC(=O)Nc2ccc(Cl)cc2)N2CCN(C)CC2)cc1 (centres undefined),-15%,2%,-13%,1,17%[11.4 µM],-15%,-4%,29%,-17%
COc1cc(C(=O)Nc2scc(-c3ccccc3)c2C(=O)O)cc(OC)c1OC,-15%,1%,-12%,-11,19%,-9%,-1%,-13%,-3%
Cc1ccc(C(C)CCN2CCC(n3nccc3NC(=O)c3ccccc3)CC2)o1 (centres undefined),-22%,29%,1%,1,-11%,9%,-12%,4%,-1%
CC1CCN(C(=O)c2ccc3c(c2)OCO3)CC1,-8%,43%,-4%,-4,30%,-1%,-22%,1%,?
Cc1ccc(CN2C(=O)c3ccccc3S(=O)(=O)c3ccc(C(=O)OCC4CCCO4)cc32)cc1 (centres undefined),-15%,·,-20%,-2,24%,6%,-7%,1%,-12%
Cn1c(N)c(C(=O)COC(=O)Cc2ccc(Cl)cc2Cl)c(=O)n(C)c1=O,-21%,-2%,-2%,-1,-7%,15%,·,·,4%
O=C(COc1cccc2ccccc12)N1c2ccccc2CCc2ccccc21,-1%,-4%,-13%,2,11%,-8%,5%,28%,-11%
Cn1cnc2cc(OC(=O)c3ccccc3)ccc21,-2%,0%,-16%,-2,1%,·,-12%,9%,23%
CCCCNC(=S)NNC(=O)c1ccoc1C,-6%,-3%,1%,3,-4%,-8%,-6%,5%,20%
Cc1nc2ccccc2nc1-c1ccc([N+](=O)[O-])cc1,-2%,·,-22%,-3,17%,5%,·,·,10%
CC(=O)Nc1ccccc1C(=O)C(=O)Nc1ccc(C(=O)N2CCOCC2)cc1,-6%,-2%,4%,-11,22%,-5%,1%,-2%,-6%
Cc1cc(O)c(-c2cc(O)c(C)cc2O)cc1O,-7%,-4%,?,64,-143%,-9%,-6%,5%,?
O=C(O)C1CC(=O)N(CCc2ccc(F)cc2)C1 (centres undefined),3%,4%,-11%,-4,-41%,6%,-3%,2%,?
CSc1cc(-c2ccco2)oc1C(=O)c1ccco1,-20%,·,-17%,1,-17%,0%,·,·,?
Cc1ccc(C(=O)Nc2nnc(S(=O)(=O)N3CCCCCC3)s2)cc1,-8%&3%,3%,-19%&-18%,-3&-9,11%&11%,6%&3%,-16%&-3%,42%&-15%,11%&-1%
Cc1cc(C)n(CC(O)Cn2c3ccccc3c3ccccc32)c(=O)n1 (centres undefined),9%,1%,-9%,-8,-9%,·,-23%,-11%,-12%
COc1cc(Cl)ccc1OCc1cc(C(=O)N2CCCCCCC2)no1,6%,72%[activator],0%,-10,13%,-10%,?,0%,-10%
O=C(CSc1nc2ccccc2[nH]1)N1CCN(C(=O)c2ccco2)CC1,-19%,-2%,-13%,-3,-38%,4%,-7%,9%,-14%
COc1cc(S(=O)(=O)N(CCc2ccccc2)Cc2cccs2)ccc1-n1cnnn1,-6%,5%,0%,-5,13%,·,2%,6%,20%
COc1ccc(CN(CC(=O)NCc2ccccc2)C(=O)c2csnn2)cc1,-9%,2%,-6%,-6,19%,-6%,-4%,-14%,6%
COc1ccc(CNc2ncnc3ccc(-c4ccccc4CN(C)C)cc23)c(OC)c1,·,-4%,-6%[60.1 µM],·,·,·,-11%,·,-16%
O=S(=O)(Nc1ccc2cn[nH]c2c1)c1ccc(Cl)s1,-1%,17%,-19%,-4,-6%,-5%,-15%,8%,-20%
CCOC(=O)C1=C(N)OC2=C(C(=O)CCC2)C1c1ccccc1OC (centres undefined),-19%,1%,-5%[60.1 µM],-4,-17%,-6%,6%,-1%,0%
O=C(Nc1ccc(Cl)cc1)c1nc[nH]c1C(=O)NCCN(CCNC(=O)c1[nH]cnc1C(=O)Nc1ccc(Cl)cc1)CCNC(=O)c1[nH]cnc1C(=O)Nc1ccc(Cl)cc1,-10%,-2%,-20%,0,-3%,-5%,·,·,·
Cn1c(N)c(C(=O)CSc2nnc(C3CC3)n2Cc2ccccc2)c(=O)n(C)c1=O,-16%,14%,-15%,-10,-3%,-5%,·,·,?
COc1cc(S(=O)(=O)N(Cc2cccc(OC)c2OC)CC2CCCO2)ccc1-n1cnnn1 (centres undefined),-11%,12%,13%,-1,-27%,6%,-13%,16%,-24%
Cc1ccc(C(=O)COC(=O)CNC(=O)Cc2ccccc2)cc1[N+](=O)[O-],-20%,2%,-10%,-5,17%,-2%,?,4%,0%
O=C(O)CSc1nnc(Cn2c(=O)sc3ccccc32)n1-c1cccc(Cl)c1,-10%,-3%,-7%,-14,-3%,4%,-9%,-1%,·
COc1cc(COc2ccc(S(=O)(=O)N3CCOCC3)cc2[N+](=O)[O-])ccc1OC(F)F,-18%,·,2%,-3,16%,-8%,·,·,-6%
O=c1c2[nH]c3cccc(Cl)c3c2ncn1CC1CCCO1 (centres undefined),-5%,-1%,-1%,-7,-8%,-10%,-12%,19%,13%
CCS(=O)(=O)c1ccc(-c2csc(-c3ccccc3)n2)c(Cl)c1Cl,-21%,3%,-7%,-2,3%,8%,7%,-3%,i
Cc1ccc(C(=O)N2CCCCC2CCN2CCCCC2)cc1 (centres undefined),-10%,·,-16%,-7,3%,0%,3%,1%,-13%
COc1cccc(OC)c1C(=O)NNC(=O)c1ccc(F)cc1,-17%,8%,2%,-5,3%,-4%,-3%,22%,i
